# Screening data from PubChem.
# CHRM5 agonist – human M5 muscarinic receptor agonists, primary screen, CHO-K1 cells, Fluo-8 calcium fluorescence; CHO-K1 hM5 cells; 0% DMSO wells, 100% maximal acetylcholine response; 360,000 compounds, 0.19% hits; Muscarinic acetylcholine receptor M5 (Homo sapiens), P08912; activation, % at 3 µM;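 active means activation above the run's mean over test compounds plus 3 SD, cut at about 23% in these data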;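 further: signal is peak over basal fluorescence ratio across the kinetic read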
# Target sequence (P08912 whole entry, looked up): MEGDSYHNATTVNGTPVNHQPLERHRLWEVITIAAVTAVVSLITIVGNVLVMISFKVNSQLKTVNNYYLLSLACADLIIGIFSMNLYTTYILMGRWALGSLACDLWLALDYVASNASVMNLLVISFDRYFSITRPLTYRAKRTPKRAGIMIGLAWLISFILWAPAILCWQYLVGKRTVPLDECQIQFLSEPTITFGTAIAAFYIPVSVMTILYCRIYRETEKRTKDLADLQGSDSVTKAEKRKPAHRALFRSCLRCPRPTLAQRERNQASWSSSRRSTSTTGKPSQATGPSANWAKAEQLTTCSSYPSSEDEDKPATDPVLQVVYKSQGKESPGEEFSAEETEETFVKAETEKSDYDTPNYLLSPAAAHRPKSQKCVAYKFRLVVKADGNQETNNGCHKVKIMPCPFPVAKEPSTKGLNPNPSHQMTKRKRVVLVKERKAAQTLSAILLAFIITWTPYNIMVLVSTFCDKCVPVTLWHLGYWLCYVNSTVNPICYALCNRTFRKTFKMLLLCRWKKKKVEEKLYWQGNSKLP
# M4 antag – human M4 muscarinic receptor antagonists, primary screen, CHO cells, Fluo-8 calcium fluorescence; Muscarinic acetylcholine receptor M4 (Homo sapiens), P08173; CHO-hM4 cells, ACh EC80; inhibition, % at 3 µM; 360,000 compounds, 0.73% hits; AID 624125, 2012;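 active means inhibition above its plate's cutoff, the mean inhibition of sample wells plus 3 SD, cut at about 27% in these data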;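 further: 0% = acetylcholine EC80 with DMSO and 100% = DMSO without agonist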
# Target sequence (P08173 whole entry, looked up): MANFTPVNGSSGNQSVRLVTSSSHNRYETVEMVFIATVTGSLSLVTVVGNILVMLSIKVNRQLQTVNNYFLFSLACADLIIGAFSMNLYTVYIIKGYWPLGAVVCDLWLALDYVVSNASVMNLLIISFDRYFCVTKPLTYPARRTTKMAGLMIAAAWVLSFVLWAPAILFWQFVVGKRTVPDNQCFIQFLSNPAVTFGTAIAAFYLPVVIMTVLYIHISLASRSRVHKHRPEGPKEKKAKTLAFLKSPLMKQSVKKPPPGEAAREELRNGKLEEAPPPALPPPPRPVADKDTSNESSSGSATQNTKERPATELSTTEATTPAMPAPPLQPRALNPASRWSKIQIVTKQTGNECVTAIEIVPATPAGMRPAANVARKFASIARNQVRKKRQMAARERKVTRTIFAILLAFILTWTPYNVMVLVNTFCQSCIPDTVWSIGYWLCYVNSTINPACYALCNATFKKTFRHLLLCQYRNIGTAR
# M4 PAM – human M4 muscarinic receptor positive allosteric modulators, primary screen, CHO-K1 cells, Fluo-8 calcium fluorescence; Muscarinic acetylcholine receptor M4 (Homo sapiens), P08173; CHO-K1 hM4/Gqi5, ACh EC20; 0% = ACh EC20, 100% = maximal ACh; activation, % at 3 µM; 360,000 compounds, 0.4% hits; AID 624126, 2012;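 active means activation above its plate's cutoff, the mean activation of sample wells plus 3 SD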; further: some results filed as inactive read as strong as hits
# M5 antag – human M5 muscarinic receptor antagonists, primary screen, CHO cells, Fluo-8 calcium fluorescence. 360,000 compounds, 0.59% hits. CHO-hM5 cells, ACh EC80. Muscarinic acetylcholine receptor M5 (Homo sapiens), P08912. inhibition, % at 3 µM;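 active means inhibition above a per-plate cutoff, the mean of that plate's test compounds plus 3 SD, cut at about 27% in these data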;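 further: 0% = acetylcholine EC80 with DMSO and 100% = DMSO without agonist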
# CHO-K1 Ca ag – counter-screen for M1 agonists: effect in parental CHO-K1 cells; Fluo-8 calcium fluorescence; scaled to maximal ATP response, vehicle zero; AID 602248, 2012; activation, % at 3 µM; 360,000 compounds, 0.48% hits; in the data active means activation above about 15%;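 further: untransfected CHO-K1 host cells lacking M1 receptor as counterscreen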
# M1 PAM parental – nonselective calcium activators in parental CHO-K1 cells, primary screen, counter-screen for M1 PAM project, cell-based, Fluo-8 calcium fluorescence, full deck, 1536-well. AID 602247, 2012. 360,000 compounds, 0.02% hits. ATP EC20; 0% at ATP EC20, 100% at ATP max. activation, % at 3 µM;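 active means activation above the run cutoff, the mean activation of all test compounds plus 3 SD, cut at about 40% in these data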;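 further: peak over basal fluorescence ratio in a 140 s read after ATP addition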
# CHO-K1 Ca antag – nonselective inhibitor or artifact in parental CHO-K1 cells; 360,000 compounds, 0.6% hits; inhibition, % at 3 µM; ATP-induced calcium, Fluo-8 fluorescence; AID 602250;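 active means inhibition above a per-plate cutoff, the plate's mean sample inhibition plus 3 SD, cut at about 24% in these data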;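 further: 0% = DMSO plus EC80 ATP and 100% = DMSO alone without ATP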
# CHRM4 agonist – human M4 muscarinic receptor agonists, primary screen, CHO-K1 cells, Fluo-8 calcium fluorescence | activation, % at 3 µM | Muscarinic acetylcholine receptor M4 (Homo sapiens), P08173 | 360,000 compounds, 0.14% hits | CHO-K1 hM4/Gqi5; vehicle 0%, full acetylcholine response 100%;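 active means activation above the run mean over all test wells plus 3 SD, cut at about 32% in these data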;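 further: peak over basal fluorescence ratio per well then scaled between controls; 0% = DMSO wells and 100% = acetylcholine at EC100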
# M5 PAM – human M5 muscarinic receptor positive allosteric modulators, primary screen, CHO-K1 cells, Fluo-8 calcium fluorescence; AID 624038, 2012; Muscarinic acetylcholine receptor M5 (Homo sapiens), P08912; 360,000 compounds, 0.3% hits; CHO-K1 hM5, ACh EC20 PAM; 0% = ACh EC20, 100% = ACh EC100; activation, % at 3 µM;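 active means activation above the run cutoff, the mean activation of all test compounds plus 3 SD, cut at about 18% in these data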
#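 System – CHO-K1 hM5 cells · Compound – 3 µM, single dose · Incubation – compound preincubation 140 s before EC20 acetylcholine addition · Technique – Fluo-8 calcium fluorescence · Measure – Max/basal fluorescence ratio as % of EC20–EC100 ACh window · Benchmarks – low control EC20 acetylcholine (0%), high control EC100 acetylcholine (100%) · Replication – singlicate, one well per test compound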
# An asterisk follows results filed as active; / = no result given. Not a hit list; overall some 2.7% were active at least once.
SMILES,CHRM5 agonist,M4 antag,M4 PAM,M5 antag,CHO-K1 Ca ag,M1 PAM parental,CHO-K1 Ca antag,CHRM4 agonist,M5 PAM
CCOC(=O)c1ccc(NC(=O)CNC(=O)c2ccccc2)cc1,3,1,-5,-3,0.5,-1,9,2,-1
COc1cccc(CNC[C@H]2O[C@@H](n3ccc(N)nc3=O)[C@H](O)[C@@H]2O)c1OCc1ccc(F)cc1Cl,2,-1,8,-8,0.0,-4,-2,1,6
CCOC(=O)c1ccccc1NCN1C(=O)CSC1=O,0,2,-7,-4,0.3,17,-22,0,0
CCn1c(C)nc2cc(C(=O)N3N=C(CCOC)CC3(O)C(F)(F)F)ccc21 (stereo unspecified),1,4,11,-12,0.2,7,-1,1,12
COc1cc(CNC(C)(C)CO)ccc1OCC(=O)Nc1ccc(Br)cc1,-2,3,3,-2,0.9,20,-9,3,0
O=C(O)CSc1nnc(C2CC2)n1-c1ccccc1,1,-5,1,-2,0.3,13,-2,1,-2
CCCC1=Nc2cc(C(=O)NCCN3CCOCC3)ccc2Sc2ccc(C)cc21,-4,-4,1,-6,2.1,8,-11,4,1
CCOC(=O)c1c(C)nsc1NC(=O)C1(C)CCN1C(=O)CC (stereo unspecified),0,-11,2,-1,1.1,18,-8,1,1
COc1cc(SC)ccc1C(=O)OC1CCOC1=O (stereo unspecified),0,-3,5,-2,0.3,-2,-1,0,0
O=Cc1c[nH]c2ccc(C(=O)c3ccccc3)cc12,-1,-3,5,-5,0.3,10,-9,3,3
Nc1cc(N)nc(SCC(=O)N2CCCCC2)n1,2,-8,12,0,-0.1,13,-3,1,-5
O=C(Nc1c2c(nn1-c1cccc(Cl)c1)CS(=O)(=O)C2)c1ccc2c(c1)OCO2,-1,9,-7,-10,0.5,-12,-10,0,4
O=c1[nH][nH]c2c1[C@H](C1CCCC1)O[C@H](CCc1ccccc1)C2,3,-28,16,-16,-0.1,5,-20,0,14
COC(=O)c1ccc(-n2cncn2)c([N+](=O)[O-])c1,3,-8,8,-3,0.1,12,-2,2,3
CC(C)NS(=O)(=O)c1ccc(CCC(=O)NCc2ccccn2)cc1,2,-5,-3,12,-0.6,-25,15,0,-2
O=S(=O)(CCc1nnc(-c2ccccc2)o1)c1ccc2ccccc2c1,-1,-5,-3,1,1.0,14,-14,2,-8
Cc1occc1C(=O)Nc1sccc1C(N)=O,0,-1,3,4,0.8,-3,-10,2,2
Cc1noc(C)c1CSc1nnc2sc3ccccc3n12,-3,-12,7,-4,0.0,19,-10,3,9
O=C(Nc1ccc(C(=O)N2CCCC2)cc1)C1CCCC1,2,12,0,8,-0.1,-11,0,0,-3
Cc1cc(C)c2oc(C(=O)NCCc3ccc(S(N)(=O)=O)cc3)cc(=O)c2c1,1,-7,-5,5,0.2,12,-7,0,-2
Cc1ccc2cc3cc(C(=O)N4CCCCC4C)oc3nc2c1 (stereo unspecified),-7,6,-5,7,1.0,14,0,2,-16
CCOc1cc2c(cc1OCC)C(c1ccccc1)N(c1ccccc1)C(=O)C2 (stereo unspecified),-2,0,2,11,0.4,-1,1,3,-7
CC1(C)CC(n2c(NCCO)nc3c(c2=O)C2(CCCC2)Cc2ccccc2-3)CCO1 (stereo unspecified),8,6,6,-6,0.7,14,-13,2,1
O=C(C1=C(O)C(=O)N(CCN2CCOCC2)C1c1ccccc1)c1cccs1 (stereo unspecified),-2,-4,-3,3,-0.1,5,-2,0,-2
COc1ccc(-c2csc(NC(=O)CCCc3nc4ccccc4c(=O)[nH]3)n2)cc1OC,-1,-5,-6,17,4.0,-3,-5,7,-22
COc1cc(/C=N/NC(=O)c2cc(-c3ccc4c(c3)OCO4)n[nH]2)ccc1O,-2,-7,-2,5,2.8,21,0,8,-4
COc1nc(-c2ccccc2)ccc1-c1noc(COc2ccccc2)n1,-10,6,0,1,1.0,-1,-10,-1,3
O=C(Nc1ccc(F)cc1)c1ccccc1Oc1ccc(C(F)(F)F)cc1[N+](=O)[O-],-6,2,-6,2,-0.3,-7,2,2,-6
CC(O)(c1cccc(F)c1)c1nc(-c2csc3ccccc23)cs1 (stereo unspecified),0,-3,-3,5,0.4,-1,19,0,-5
CCOc1cc(NC(=S)Nc2ccccc2)c(OCC)cc1NC(=O)c1ccc(OC)cc1,0,6,-3,5,0.1,-6,22,0,-3
CC1/C(=N/O)CC(c2ccccc2)N(C)C1c1ccccc1 (stereo unspecified),-4,-4,12,3,-0.4,-9,-4,-3,-3
COc1ccc(NC(=O)CCC(=O)N2CCOCC2)c([N+](=O)[O-])c1,-4,-4,6,2,1.2,-5,7,1,1
COc1ccc(-c2noc3c2-c2nc(C4CCCCC4)sc2CC3)cc1,3,3,-5,8,0.2,22,-16,1,9
CC(C)=CCN1CCN(Cc2ccc(C#CC(C)(C)O)s2)CC1CCO (stereo unspecified),-9,-2,-11,3,0.1,16,-8,1,0
c1ccc(-c2cc(-c3nnc4n3N=C(c3ccc5ccccc5c3)CS4)[nH]n2)cc1,0,-10,13,-3,1.6,30,-37,3,-4
COc1cc(C2Nc3cccc4cccc(c34)N2)ccc1O,5,1,-2,-10,0.5,7,6,0,14
Cc1csc2c(=O)[nH]cnc12,-5,-10,5,-1,-0.3,-1,4,1,-9
O=C(N[C@@H]1C/C=C\C[C@@H](CC(=O)N(CCO)Cc2ccccc2)C(=O)N[C@@H](c2ccccc2)COC1=O)OCC1c2ccccc2-c2ccccc21,3,-1,1,6,0.0,7,-20,1,-4
O=C(CC12CC3CC(CC(C3)C1)C2)N/N=C/c1ccncc1,-2,2,-1,1,0.7,17,-6,1,-1
CCOc1ccc2cc(C#N)c(SCC(=O)OC)nc2c1,-1,-12,7,-12,-0.6,6,10,1,3
CC(NC(=O)COC(=O)CCc1nc(=O)c2ccccc2n1C)c1ccccc1 (stereo unspecified),1,8,-5,-5,-0.2,-1,1,1,-9
CCC(C(=O)O/N=C(\N)c1ccc(Cl)cc1)c1ccccc1 (stereo unspecified),0,-11,9,7,0.1,12,-5,0,3
O=C1[C@H](Cc2ccccc2)NCCCC[C@H](c2ccc(Cl)cc2)N1Cc1ccccc1,-1,9,-1,0,-0.4,1,-6,-1,-5
CC1(C(=O)Nc2cccc(S(=O)(=O)N3CCOCC3)c2)Cc2ccccc2C(=O)O1 (stereo unspecified),-3,-13,-3,-5,3.2,12,-11,4,-6
Cc1c(C(=O)N(C)C(C)c2ccncn2)oc2c(F)cccc12 (stereo unspecified),-2,11,-7,-7,-0.3,-8,-7,1,5
O=C(CSc1nnnn1C1CCCC1)c1ccc2c(c1)OCCO2,0,-7,9,2,2.8,22,-9,6,-1
COc1ccc(C(=O)NC(=S)NCc2cccnc2)cc1OC,-1,-6,11,7,0.7,5,-5,0,-4
COc1cc(C)c(S(=O)(=O)NCc2cccnc2)cc1C,0,-1,-2,7,1.3,24,-13,2,-1
COc1ccc(N2CC(NC(=O)Nc3ccccc3)CC2=O)cc1 (stereo unspecified),2,10,-15,-2,15*,1,11,1,4
NNC(=O)c1ccc(COc2ccc(Br)cc2)o1,-1,9,-1,14,0.2,9,-6,1,-6

# Additional results:
SMILES,CHRM5 agonist,M4 antag,M4 PAM,M5 antag,CHO-K1 Ca ag,M1 PAM parental,CHO-K1 Ca antag,CHRM4 agonist,M5 PAM
COc1ccc(CCNc2ccc(S(=O)(=O)N3CCN(C)CC3)cc2[N+](=O)[O-])cc1,1,-6,3,-4,0.6,-21,7,8,2
CC1=C(C(=O)NCCc2ccc(C)cc2)C2(CCC(C)CC2)OC1=O (stereo unspecified),0,-9,0,-4,0.9,23,-7,2,0
CC(C)c1nnc(NC(=O)C2CCCN2C(=O)Nc2ccccc2[N+](=O)[O-])s1 (stereo unspecified),3,0,18,12,2.6,16,-10,0,0
O=C(c1nc2ccccc2s1)N1CCSCC1,-6,1,7,-8,0.9,16,-12,1,7
COC(=O)C1=CN(C(C)C)C=C(C(=O)OC)C1c1cccc(OC)c1,-5,1,7,2,0.1,14,-4,-1,-4
CCOC(=O)c1sc(NC(=O)CSc2nnc(Cc3ccccc3)o2)c(C#N)c1C,-1,-5,12,-9,0.6,15,-6,1,-3
N#Cc1ccc(-c2ccc3nccn3c2)cc1,1,1,1,6,0.5,13,-11,/,-1
COc1cc(/C=N/NC(=O)C(=O)/C=C2\NC3(CCCC3)Cc3ccccc32)ccc1O,3,-1,-5,5,13,14,7,4,-5
O=C(COC(=O)C1CCC1)NCc1ccccc1,-2,2,24*,-4,1.2,7,1,2,7
Cc1cc(C)n(CC(=O)N2CCCC(N3CCN(Cc4ccc5c(c4)OCO5)CC3)C2)n1 (stereo unspecified),-8,10,-5,6,-0.2,13,-17,0,5

# M4 PAM, hit marks shown above.
mol | CHRM5 agonist | M4 antag | M4 PAM | M5 antag | CHRM4 agonist | M5 PAM
O=C(COC(=O)C1CCC1)NCc1ccccc1 | -2 | 2 | 24* | -4 | 2 | 7

# Further entries.
SMILES,CHRM5 agonist,M4 antag,M4 PAM,M5 antag,CHO-K1 Ca ag,M1 PAM parental,CHO-K1 Ca antag,CHRM4 agonist,M5 PAM
COc1cccc(C(O)c2nc(-c3ccccc3OC)cs2)c1 (stereo unspecified),0,-10,0,-5,0.3,-4,-5,2,0
C=CCN1CCN(C(=O)c2c(-c3ccccc3)noc2C)CC1,-3,10,-3,7,0.9,-18,11,1,-4
C=CCc1cccc(CNn2cnnc2)c1O,2,-4,-2,3,0.1,-10,3,1,1
c1coc(CNCCCN2CCOCC2)c1,-3,-15,-1,-2,0.2,10,-14,1,0
CC(C)=CCC/C(C)=C/C=N/NC(=O)c1ccccc1[N+](=O)[O-],-4,-4,7,-2,1.0,22,-36,0,-4
COc1cccc2c(=O)c(C/C=C(/C)Cl)c(C)[nH]c12,-4,24,5,2,0.4,22,-5,0,-6
COc1ccc(S(=O)(=O)N2CCCCCC2)cc1C(=O)N1CCCCC1,1,-17,4,-3,1.6,3,-9,3,-3
CC1=C(C(=O)N(C)C)CC(CC(=O)NCc2cccs2)C(=O)N1Cc1ccc(F)cc1 (stereo unspecified),0,-12,2,-5,-0.1,17,5,0,8
CCOC(=O)C1(C)/C(=N/Nc2ccccc2Cl)C(=O)C(=O)N1c1ccccc1 (stereo unspecified),-3,1,-4,1,-0.3,6,5,0,-5
COc1ccccc1N1CCN(Cc2cc(=O)oc3cc(C)ccc23)CC1,2,-4,-2,-2,1.9,17,-17,3,-5
